Bioassay records: PubChem, National Center for Advancing Translational Sciences (NCATS)
HT1080 IDH1KD tx = qHTS for induction of synthetic lethality in tumor cells producing 2HG: qHTS for the HT-1080-IDH1KD cell line. HT-1080 IDH1 knockdown viability, ATP luminescence, 48 h. Potency, µM (highest dose often 46.1 µM), inactives show at the highest dose activity, negative = toxicity, hits mostly cytotoxic. hit rate 2% among 360,000. AID 686971, 2013;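 further: potency means the concentration at half of the fitted maximal effect; 0% = DMSO wells and -100% = cell-free medium wells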
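Cytotoxicity counter-line: IDH1KD HT-1080, 48 h, CellTiter-Glo. Curves classed by r2, magnitude and activity.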
HT1080-NT tox = qHTS for induction of synthetic lethality in tumor cells producing 2HG: qHTS for the HT-1080-NT fibrosarcoma cell line | HT-1080-NT fibrosarcoma viability, CellTiter-Glo ATP luminescence, 48 h | Potency, µM (highest dose often 46.1 µM), for the others: at the top dose activity, negative = less viability, most hits filed as cytotoxic | hit rate 1.6% among 360,000;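 further: NT is the 2HG producing partner of a matched IDH1 knockdown line; potency means the concentration at half of the fitted maximal effect; 0% = DMSO-treated cells and -100% = media-only wells without cells; nearly all actives have a fitted effect of over 55% in size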
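Read-out is CellTiter-Glo luminescence after 10 minutes at room temperature, following 48 hours' compound treatment of HT-1080-NT cells (750 cells/well, RPMI, 5% FBS, 37 degrees C).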
ATXN2 expr inh = Primary qHTS for Inhibitors of ATXN expression | HEK-293 ATXN2-luciferase reporter, luminescence, 24 h | Potency, µM (titrated, usually from 57 µM), without a hit: at the top dose activity change, negative = inhibition, usual class: inhibitors | hit rate 0.72% among 360,000; further: potency means the concentration at half of the fitted maximal effect; on the % scale 0 is the no-effect control and ±100 the full control effect; nearly all actives have a fitted effect of over 55% in size
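qHTS (up to 57 uM final) was run with 24 h compound exposure of reporter cells at 37 °C. Each well was multiplexed: SteadyGlo luminescence measured ATXN2-luciferase expression after a fluorogenic Gly-Phe-AFC viability readout (25 uM final).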
KB-3-1 tox = qHTS assay for MDR1-selective chemotherapeutics: Primary screen using the parental adenocarcinoma cell KB-3-1; Potency, µM (series often up to 46.1 µM), inactives show top-dose activity change, negative = cytotoxic, usual class: cytotoxic; AID 1347075, 2019; KB-3-1 viability, CellTiter-Glo ATP luminescence, 72 h; hit rate 1.4% among 400,000; further: potency means the concentration at half of the fitted maximal effect; on the % scale 0 is the no-effect control and ±100 the full control effect; nearly all actives have a fitted effect of over 60% in size
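Multi-concentration cytotoxicity screen in KB-3-1 cells grown in DMEM lacking phenol red with 10% FBS. After 72 h at 37 °C with compound, ATP-dependent luminescence was recorded.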
S2 tox = Viability Counterscreen for Primary qHTS for Inhibitors of ATXN expression. S2 cells (HEK-293 line with an ATXN2-luciferase reporter) viability, CellTiter-Fluor protease fluorescence, 24 h. Potency, µM (highest dose often 56.7 µM), actives largely listed as cytotoxic. hit rate 0.49% among 400,000; further: potency means the concentration at half of the fitted maximal effect; nearly all actives have a fitted effect of over 40% in size
MCF10A rerep = A quantitative high throughput screen for small molecules that induce DNA re-replication in MCF 10a normal breast cells; MCF 10A DNA re-replication, Hoechst nuclear intensity, 48 h; Potency, µM (top dose mostly 46.1 µM), without a hit: at the highest dose activity, positive = re-replication, usual class: activators; hit rate 2.9% among 350,000; further: potency means the concentration at half of the fitted maximal effect; % of control where 0% means no effect; nearly all actives have a fitted effect of over 50% in size
KB-V1 cytotox = qHTS assay for MDR1-selective chemotherapeutics: Primary screen using the drug-selected MDR subline cells KB-V1; hit rate 3.4% among 400,000; AID 1347076, 2019; KB-V1 MDR cells viability, CellTiter-Glo, 72 h; Potency, µM (top dose mostly 46.1 µM), inactives show top-dose activity change, negative = cytotoxicity, most hits filed as cytotoxic; further: potency means the concentration at half of the fitted maximal effect; on the % scale 0 is the no-effect control and ±100 the full control effect; nearly all actives have a fitted effect of over 60% in size
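Following 72 h at 37 degrees C with compound, KB-V1 cell viability was read by CellTiter-Glo luminescence, medium being phenol-red-free DMEM plus 10% FBS; concentration-response parameters came from normalized, curve-fitted qHTS data.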
IL1B secr inh = qHTS for Inhibitors of Inflammasome Signaling: IL-1-beta AlphaLISA Primary Screen; activity change, % at 57.5 µM; hit rate 4.7% among 360,000; THP-1 LPS/ATP IL-1B secretion, AlphaLISA, 16 h; active compounds read low; AID 743279, 2014; in the data active means activity change below about -50%; inconclusive means mostly about -30% to -49%; further: on the % scale 0 is the no-effect control and ±100 the full control effect
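THP-1 cells pretreated 1 hr with compounds (up to 57.5 uM final), then stimulated with LPS (250 ng/mL final) plus ATP (1.25 mM final); secreted IL-1B measured by AlphaLISA after 16 hr, decreased signal indicating inhibition.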
SW480 rereplic = A quantitative high throughput screen for small molecules that induce DNA re-replication in SW480 colon adenocarcinoma cells; SW480 DNA re-replication, Hoechst DNA content imaging, 48 h; hit rate 1.8% among 340,000; Potency, µM (doses to about 46.1 µM), for inactives: at the top dose re-replication activation, most hits filed as activators; further: potency means the concentration at half of the fitted maximal effect; % of control where 0% means no effect; nearly all actives have a fitted effect of over 55% in size
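Quantitative HTS format with DMSO vehicle controls; 48 hr drug incubation at 37 C, then 40 min Hoechst staining and scanning imager measurement at 405 nm excitation.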
* marks the source's active call; other numbers are inactive results; i = inactive; ? = inconclusive; / = not tested or not shown; [ ] = another dose, or the depositor's remark. Unless noted, the call rests on the fitted dose curve; in most records, active means well fitted curve in the direction sought with a large enough effect; inconclusive means small, poorly fitted or top-dose-only effect, or another doubt; inactive means no such curve, though single readings can be large; an effect the other way counts as inactive or inconclusive.

SMILES	HT1080 IDH1KD tx	HT1080-NT tox	ATXN2 expr inh	KB-3-1 tox	S2 tox	MCF10A rerep	KB-V1 cytotox	IL1B secr inh	SW480 rereplic
O=C(NCCN1CCOCC1)c1ccc(N2CCCC2)c([N+](=O)[O-])c1	-2.8%	-13.6%	/	6.7%	i	12.2%	-10.1%	0.0	-0.4%
Cc1ccc(C)c(N2CCN(C(=O)c3cn(C)c4ccc(S(=O)(=O)N(C)C)cc4c3=O)CC2)c1	-4.2%	-3.2%	-0.3%	-9.4%	i	-1.6%	?	1.7	1.0%
CCC1CCCCN1C(=O)Cn1c(=O)n(CCCCCC(=O)NCc2ccc(F)cc2)c(=O)c2sccc21 (configuration not stated)	/	/	10.3%	-3.6%	i	/	-10.4%	/	/
CC(=O)Nc1ccc(/C=C(\C#N)C(=O)NC2CCCCC2)cc1	0.1%	-2.6%	0.9%	32.8%	i	7.5%	23.7%	-85.5*	-103.9%[inhibitor]
CCOc1ccccc1NC(=O)N1CCC(NC(=O)c2ccccc2C)CC1	1.5%	4.4%	-3.6%	13.0%	i	-1.1%	-11.2%	16.8	-13.1%
Cc1cc(C)n2nc(SCC(=O)N3CCc4ccccc43)nc2n1	14.3%	9.1%	16.3%	-1.8%	i	14.9%	?	11.1	12.9%
O=S(=O)(Nc1ncccn1)c1ccc(Cl)cc1	13.7%	6.7%	-31.4%	17.0%	i	0.4%	26.6%	4.2	-51.8%[inhibitor]
O=C(O)CCCNS(=O)(=O)c1ccccc1	5.8%	13.3%	-5.3%	-0.9%	i	-3.1%	20.7%	0.6	-2.1%
CCOC(=O)Nc1ccc2c(c1)N(C(=O)CCCl)c1ccccc1[S@]2=O	-22.2%	-9.3%	?	-9.4%	?	?	-13.4%	-96.5*	?
O=C(CSc1ncccn1)NC(=O)NC1CCCC1	10.1%	6.8%	/	4.3%	i	/	?	3.5	/
CNC(=O)c1[nH]cnc1C(=O)N[C@@H](CCCCNC(=O)OC(C)(C)C)C(=O)OC(C)(C)C	1.7%	-0.9%	0.1%	-3.0%	i	6.4%	-4.0%	2.4	-4.0%
CON1C(=O)C(=O)N(OC)C(C)(C)C1C (configuration not stated)	0.6%[9.24 µM]	1.8%	-1.1%	2.9%	i	?	1.8%	38.7	-4.9%
C#CCNC(=O)C1=C[C@H](C(C)(C)C)C[C@H](OCc2ccc(CO)cc2)O1	?	2.9%	12.0%	11.4%	i	18.4µM*	-8.9%	-19.3	-24.9%
O=C(O)CCCC(=O)Nc1ccc(Br)cc1C(=O)O	14.8%	14.9%	-8.3%	18.7%	i	1.0%	2.6%	35.2	2.0%
COC1=CCC2([N+](=O)[O-])CN(CC(=O)O)CC1([N+](=O)[O-])C2 (configuration not stated)	25.7%	12.7%	6.0%	?	i	-6.4%	6.5%	13.5	-30.0%
Nc1ccc(C(=O)n2c3ccccc3c3ccccc32)cc1	0.92µM*	?	?	2.31µM*	?	?	1.84µM*	16.8	3.26µM*
CN(/N=C/Cc1nnnn1-c1ccc(Cl)cc1)c1ccccc1	-23.4%	-20.3%	-23.6%	-1.3%	i	3.5%	-7.0%	-18.8	19.8%
CCCn1nc(NC(=O)C2CCCO2)c2cc3ccc(C)cc3nc21 (configuration not stated)	-0.1%	11.5%	-8.7%	8.1%	i	1.3%	-29.0%	?	?
CC(=O)Nc1ccc(S(=O)(=O)N2CCN(Cc3ccccn3)CC2)cc1	4.2%	4.5%	-5.3%	-11.3%	i	-2.4%	-7.3%	21.5	-2.6%
CN1CCN(C2CCCCC2NS(=O)(=O)c2ccccc2)CC1 (configuration not stated)	2.8%	-0.4%	-3.4%	-2.1%	i	13.1%	9.1%	-18.4	1.6%

The list goes on, overlapping the part above by two compounds.
SMILES	HT1080 IDH1KD tx	HT1080-NT tox	ATXN2 expr inh	KB-3-1 tox	S2 tox	MCF10A rerep	KB-V1 cytotox	IL1B secr inh	SW480 rereplic
CC(=O)Nc1ccc(S(=O)(=O)N2CCN(Cc3ccccn3)CC2)cc1	4.2%	4.5%	-5.3%	-11.3%	i	-2.4%	-7.3%	21.5	-2.6%
CN1CCN(C2CCCCC2NS(=O)(=O)c2ccccc2)CC1 (configuration not stated)	2.8%	-0.4%	-3.4%	-2.1%	i	13.1%	9.1%	-18.4	1.6%
Cn1cc2cc(NC(N)=S)ccc2n1	6.6%	-0.7%	16.5%[11.3 µM]	4.5%	i	1.9%	5.2%	28.6	-3.0%
O=C(CCCCn1c(=O)c2ccccc2n(Cc2ccc(F)cc2Cl)c1=O)NCc1ccco1	?	?	-21.1%	?	i	?	?	-16.9	?
COCCCNC(=O)c1ccc(Cn2c(=O)c3ccccc3n(Cc3ccccc3C#N)c2=O)cc1	?	?	?	?	i	23.1µM*	-10.9%	12.8	20.6%
CCOC(=O)c1sc(=S)n(CC)c1NC(=O)c1ccccc1C	-0.1%	-7.1%	/	2.7%	i	4.7%	?	11.9	0.7%
O=C1CC(c2ccc(S(=O)(=O)NCc3ccccc3)cc2)CN1 (configuration not stated)	-3.2%	0.3%	-10.0%	-3.2%	i	4.6%	4.8%	8.7	2.2%
C=CCC(NC(=O)N(C)C)(C(=O)OC)C(C)O (configuration not stated)	4.4%	5.3%	/	-10.4%	/	/	-4.1%	23.5	/
COC(=O)c1ccc(-n2nnnc2SCc2ccccc2OC)cc1	-8.6%	-13.3%	-10.3%	-2.3%	i	7.7%	-6.6%	-6.9	-0.1%
COc1ccc(/C=N/NC(=O)C(C)n2cnc3ccccc3c2=O)cc1 (configuration not stated)	0.3%	1.0%	-2.1%	-5.4%	i	-15.5%	-5.0%	7.6	-4.6%
CCC(=O)N1CCCC(C)(C(=O)Nc2nccc3ccccc23)C1 (configuration not stated)	15.3%	3.6%	-0.4%	0.0%	i	/	-2.1%	13.9	/
CCOc1ccc(/C=N/NC(=O)c2ccccc2O)cc1CN1CC2CC(C1)c1cccc(=O)n1C2 (configuration not stated)	?	0.0%	11.0%	0.0%	i	-31.1%[inhibitor]	?	6.3	?
O=C(Nc1ccc(-c2csc(-c3ccccc3)n2)cc1)c1ccccc1Cl	-4.7%	-25.4%	-17.6%	?	i	-7.5%	?	-11.0	7.6%
COc1ccc(OC)c(CN2CCN(CCCc3ccccc3)C(CCO)C2)c1 (configuration not stated)	-7.0%	-5.7%	-24.9%	-3.1%	i	8.0%	1.2%	8.6	?
COc1ccc(OC)c(CN2C(=O)CCC2(C)c2nnnn2-c2c(C)cccc2C)c1 (configuration not stated)	-0.2%	6.1%	5.1%	16.4%	i	/	?	-4.9	/
C=CCc1cccc(/C=N/NC(=O)CNc2cccc3ccccc23)c1O	?	?	?	?	?	?	-22.3%	27.5	?
C/C(=N/N=C1/NC(=O)CC(C(=O)Nc2ccccc2)S1)c1cccs1 (configuration not stated)	-10.9%	-0.9%	4.0%	25.8%	i	-6.3%	?	10.0	-13.6%
CCCn1c(N2CCN(CC(=O)c3c(C)n(C)c4ccc(OC)cc34)CC2)nc2c1c(=O)[nH]c(=O)n2C	?	-22.8%	-5.2%	-22.8%	i	17.0%	-28.9%	-19.2	2.2%
CC(C)c1nc(SCC(=O)c2ccccc2)c2c(=O)n(C)c(=O)n(C)c2n1	0.7%	7.7%	7.4%	-8.2%	i	6.5%	3.1%	18.0	-12.0%
COc1ccc(N(C)S(=O)(=O)c2ccc3c(c2)NC(=O)CC(=O)N3)c(OC)c1	12.8%	-0.2%	4.3%	?	i	2.0%	5.1%	0.0	-30.7%
CCSc1ncnc2c(C#N)c3n(c12)CCCCC3	-0.7%[9.24 µM]	-14.9%	0.5%	5.2%	i	-0.6%	?	-16.0	-4.6%
CN(C(=O)CSCC(=O)O)C1CCCCC1	20.1%	14.9%	-6.8%	0.9%	i	5.6%	-7.4%	-25.6	-8.7%
COc1ccccc1CC(=O)Nc1ccc(S(=O)(=O)N2CC(C)CC(C)C2)cc1 (configuration not stated)	-9.7%	1.8%	-2.2%	-0.5%	i	?	-27.3%	0.0	-15.8%
CCN1C(=NCc2ccc(OC)cc2)N[C@@H](c2ccccc2)C(C(=O)OC)=C1C	-5.8%	1.0%	-4.9%	22.2%	i	2.3%	0.0%	-24.4	2.0%
CS(=O)(=O)c1ccc(C(=O)NCC2(N3CCCCC3)CCCCC2)cc1	16.4%	20.3%	-15.5%	-7.7%	i	0.8%	11.1%	6.2	-0.1%

Two neighbouring records already listed, quoted:
SMILES	HT1080 IDH1KD tx	HT1080-NT tox	ATXN2 expr inh	KB-3-1 tox	S2 tox	MCF10A rerep	KB-V1 cytotox	IL1B secr inh	SW480 rereplic
CCN1C(=NCc2ccc(OC)cc2)N[C@@H](c2ccccc2)C(C(=O)OC)=C1C	-5.8%	1.0%	-4.9%	22.2%	i	2.3%	0.0%	-24.4	2.0%
CS(=O)(=O)c1ccc(C(=O)NCC2(N3CCCCC3)CCCCC2)cc1	16.4%	20.3%	-15.5%	-7.7%	i	0.8%	11.1%	6.2	-0.1%

Among those listed so far, 2 contain an NH in an aromatic ring:
SMILES	HT1080 IDH1KD tx	HT1080-NT tox	ATXN2 expr inh	KB-3-1 tox	S2 tox	MCF10A rerep	KB-V1 cytotox	IL1B secr inh	SW480 rereplic
CNC(=O)c1[nH]cnc1C(=O)N[C@@H](CCCCNC(=O)OC(C)(C)C)C(=O)OC(C)(C)C	1.7%	-0.9%	0.1%	-3.0%	i	6.4%	-4.0%	2.4	-4.0%
CCCn1c(N2CCN(CC(=O)c3c(C)n(C)c4ccc(OC)cc34)CC2)nc2c1c(=O)[nH]c(=O)n2C	?	-22.8%	-5.2%	-22.8%	i	17.0%	-28.9%	-19.2	2.2%
